Compound activity as filed in PubChem BioAssay.
TDP1 inh: TDP1 (human) enzyme inhibition; Q9NUW8; recombinant TDP1, AlphaScreen DNA substrate cleavage; Potency, µM (highest dose often 130 µM), for inactives: at the highest dose activity change, negative = inhibition, usual class: inhibitors; 350,000 compounds, 0.28% hits; further: nearly all actives have a fitted effect of over 40% in size
Target sequence (Q9NUW8 whole entry, looked up): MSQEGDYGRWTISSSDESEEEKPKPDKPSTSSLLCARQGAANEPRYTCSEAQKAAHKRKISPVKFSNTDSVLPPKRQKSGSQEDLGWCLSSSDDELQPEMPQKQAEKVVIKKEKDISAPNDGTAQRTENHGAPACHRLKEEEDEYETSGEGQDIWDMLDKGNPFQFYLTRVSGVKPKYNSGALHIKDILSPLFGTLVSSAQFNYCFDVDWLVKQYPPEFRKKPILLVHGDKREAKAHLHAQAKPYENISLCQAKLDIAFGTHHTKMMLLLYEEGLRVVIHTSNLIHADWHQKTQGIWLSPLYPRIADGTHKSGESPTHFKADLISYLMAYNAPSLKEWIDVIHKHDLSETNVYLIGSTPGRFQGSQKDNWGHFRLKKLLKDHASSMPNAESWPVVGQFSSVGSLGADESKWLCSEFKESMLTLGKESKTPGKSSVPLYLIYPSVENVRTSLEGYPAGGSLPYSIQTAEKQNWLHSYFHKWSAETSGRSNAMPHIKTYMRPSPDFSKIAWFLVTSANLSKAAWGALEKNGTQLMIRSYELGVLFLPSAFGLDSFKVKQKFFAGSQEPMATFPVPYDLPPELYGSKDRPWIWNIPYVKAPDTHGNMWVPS
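Compounds were preincubated with Tdp1 (1 nM final) for 15 min at room temperature before substrate (15 nM final) started a 5 min reaction; beads (10 ug/ml final) were then added for 10 min before AlphaScreen detection.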
TDP1 cell noCPT: qHTS for Inhibitors of human tyrosyl-DNA phosphodiesterase 1 (TDP1): qHTS in cells in absence of CPT; DT40 Tdp1-/- hTDP1 cells, no CPT, ATP luminescence, 48 h; Potency, µM (titrated, usually from 46.2 µM), inactives show at the highest dose activity change, negative = growth inhibition, most hits filed as inhibitors; 420,000 compounds, 15% hits; further: nearly all actives have a fitted effect of over 55% in size
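Chicken DT40 Tdp1-/- cells complemented with human TDP1, screened without camptothecin (DMSO vehicle only), 400 cells/well. Compounds pin-transferred, cells incubated at 37 °C for at least 48 hr. Growth read as ATP-dependent luminescence (CellTiter-Glo, 30 min at RT).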
DT40 TDP1 CPT: growth inhibition of DT40 Tdp1-/-;hTDP1 cells with camptothecin (screen for TDP1 inhibitors). chicken DT40 Tdp1-/-;hTDP1 cells + 20 nM CPT, ATP luminescence, 48 h. Potency, µM (highest dose often 46.2 µM), for inactives: at the highest dose activity change, negative = growth inhibition, usual class: inhibitors. 420,000 compounds, 12% hits. AID 686979; further: nearly all actives have a fitted effect of over 55% in size
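Cell growth measured by CellTiter-Glo luminescence after a minimum 48 h, 37 C compound exposure with 20 nM CPT in Tdp1-knockout DT40 cells stably expressing hTDP1, seeded 400/well; qHTS titration format.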
Numbers without * were called inactive; ? = inconclusive; . = no result given; & = joins results of further samples; [ ] = another dose, or the depositor's remark. The call rests on the fitted dose curve; in most records, active means well fitted curve in the direction sought with a large enough effect; inconclusive means small, poorly fitted or top-dose-only effect, or another doubt; inactive means no such curve, though single readings can be large; an effect the other way counts as inactive or inconclusive. On the % scale 0 is the no-effect control and ±100 the full control effect; potency means the concentration at half of the fitted maximal effect.

molecule | TDP1 inh | DT40 TDP1 CPT | TDP1 cell noCPT
CCC(Sc1nc2ncccc2o1)C(=O)Nc1cccc(C)c1 (stereo not drawn) | 2% | -8% | -16%
COc1ccc(NC(=O)COC(=O)Cn2cnc3ccccc3c2=O)c(OC)c1 | 1% | -4% | -17%
COc1ccc(NC(=O)CN2CCN(C(=O)C3CCCO3)CC2)c(OC)c1 (stereo not drawn) | 3% | 5% | 8%
COC(=O)c1ccccc1NC(=O)CSc1nnc(C(C)NC(=O)c2ccc(Cl)cc2Cl)n1C (stereo not drawn) | 7% | -18% | -27%
Cc1cccc(-c2nnn(C/C(N)=N/O)n2)c1 | 0% | 14% | -10%
CC[C@]12c3[nH]c4ccc(Cl)cc4c3CCN1C(=O)[C@@H](CC(=O)NCc1cccc(C(F)(F)F)c1)C[C@@H]2C(=O)N1CCN(C(=O)C2CC2)CC1 | 0%[56.1 µM] | ? | ?
CCC(=O)N1CCc2cc(S(=O)(=O)N3CCCCCC3)ccc21 | -1% | -6% | -2%
COc1cc(/C=C2\SC(=S)N(NS(=O)(=O)c3ccccc3)C2=O)ccc1O | . | -21% | 0%
O=C(Nc1ccc(Br)cc1)C1CCCN1S(=O)(=O)c1cccs1 (stereo not drawn) | 3% | 21µM* | 13µM*
COc1ccc(NC(=O)CC2C(=O)N(c3cccc(OC)c3)C(=O)N2C(C)C)cc1 (stereo not drawn) | 0% | 9% | 10%
O=S(=O)(/N=C(/NC(=S)Nc1ccccc1)c1ccccc1)c1ccc(Cl)cc1 | -7% | -23% | -20%
O=C(CCn1nc(-c2ccc(Cl)cc2)ccc1=O)N1CCN(c2ccccc2)CC1 | . | ? | ?
O=C(CSc1nnnn1-c1cccc2ccccc12)NC(C(=O)O)(c1ccccc1)c1ccccc1 | -3% | 29% | 10%
Cc1ccc(Nc2nnc(SC(C)C(=O)NC3CC3)s2)cc1 (stereo not drawn) | 0% | -20% | ?
Cc1ccc(Cl)cc1NC(=O)Nc1nnc(N2CCCC(C)C2)s1 (stereo not drawn) | 9% | -2% | -17%
COc1ccccc1CNS(=O)(=O)c1ccc2c(c1)CCCN2C(C)=O | 0% | -2% | -25%
N#Cc1cccc(NC(=O)N2CCCC3(CCN(S(=O)(=O)c4ccccc4)CC3)C2)c1 | . | 6% | -28%
CCN(CC)c1ccc(C2N(C(=O)N3CCOCC3)CCN2S(=O)(=O)c2ccc(C)cc2)cc1 (stereo not drawn) | 3% | -15% | -27%
COc1cccc(N(CC(=O)N2CCCC2)S(C)(=O)=O)c1 | . | -1% | -9%
CC(C)Oc1ccc(C2c3c(oc4ccccc4c3=O)C(=O)N2CCCN2CCOCC2)cc1 (stereo not drawn) | 7% | 26µM* | ?
O=C(O)/C(=C\c1cccc(C(F)(F)F)c1)c1ccc(S(=O)(=O)N2CCCC2)s1 | -1% | -23% | -10%
CCOc1ccc(C2CC(c3cccc(Cl)c3)n3nc(N)nc3N2)cc1 (stereo not drawn) | 3% | 7.3µM* | 16µM*
CCCOc1ccccc1OCC(=O)Nc1cccc(S(=O)(=O)NC2=NCCC2)c1 | 1% | ? | 15µM*
COc1ccccc1C(=O)CSc1n[nH]c(N)n1 | 13% | -8% | -12%
CCOC(=O)Cn1c(=O)oc2cc(S(=O)(=O)Nc3ccc(N(CC)CC)cc3C)ccc21 | 4% | ? | -27%
C=CCN1C(=O)/C(=C/c2ccc(O)cc2)S/C1=N/c1nccs1 | 3% | -27% | ?
CCOC(=O)C(=O)/C(C#N)=C/Nc1ccccc1 | 4% | 4% | -9%
O=C(NCc1cccnc1)c1ccc(Cl)c(Cl)c1 | 8% | 23% | 14%
CSc1ccc(Cl)c(C(=O)OCC(=O)Nc2ccccc2OC(F)F)c1 | -4% | -11% | -16%
O=C(Nc1ccc(NC(=O)c2ccco2)cc1)c1ccco1 | 5% | -1% | 4%
CCN1CCN(CCNC(=O)c2ccc(/C=C3\Sc4ccccc4N(Cc4ccccc4F)C3=O)cc2)CC1 | 6% | ? | ?
CCS(=O)(=O)c1ccc2oc(Nc3cccc(OC)c3)nc2c1 | 9% | ? | ?
COc1ccc(S(=O)(=O)Nc2ccc(Oc3ccsc3C(=O)O)cc2)cc1 | . | -10% | -8%
CCSc1nnc([C@@H]2CCCN2C(=O)OC(C)(C)C)o1 | 4% | 10% | -3%
CC(=O)N1CCC2(CCCN(Cc3ccc(C#N)cc3)C2)CC1 | . | 6% | 1%
COc1ccccc1C(=O)Nc1ccnn1C1CCN(Cc2cnc(N(C)C)s2)CC1 | 0% | -23% | -3%
CC(=O)NC12CC3CC(C1)CC(C(=O)N1CCN(S(=O)(=O)c4ccc([N+](=O)[O-])cc4)CC1)(C3)C2 | . | -25% | -12%
Cc1cccc(N(CC(=O)N2CCOCC2)S(C)(=O)=O)c1 | 3% | 9% | -1%
CC(=O)Nc1ccc(O)c(-c2nc3ccccc3s2)c1 | 3% | -9% | ?
Cc1ccc(-c2nc3ncccc3o2)cc1NC(=O)C(C)C | . | 1% | -13%
Cc1ccc(N(CC(=O)Nc2cccc(Cl)c2)S(=O)(=O)c2cccs2)cc1 | 0% | ? | ?
C=CCSc1nnc(NC(=O)CSc2nnc(C)s2)s1 | 9% | 10% | 1%
COc1cc(/C=C2/CCCC(C(=O)C(F)(F)F)=C2O)ccc1O | . | 11% | -18%
COc1ccc(CN(C(=O)CO/N=C/c2ccccc2)c2ccccc2C(=O)O)cc1 | 0% | 4% | 15%
Fc1cccc(Cl)c1-c1nnc2ccc(N3CCOCC3)nn12 | 4% | 7% | -1%
O=C(NCC1CC1)C1CCCN(S(=O)(=O)c2ccc(-n3cnnn3)cc2)C1 (stereo not drawn) | -4% | 4% | -11%
Cn1c(O)c(N=Nc2ccccc2[N+](=O)[O-])c2ccccc21 | . | 5% | -2%
COc1cc2c(cc1OC)C1=C(C#N)CN(CC(=O)O)CN1CC2 | 10% | ? | -19%
Cc1cc(C)c(S(=O)(=O)N2CCC(C(=O)NCc3ccncc3)CC2)c(C)c1 | 3% | 2% | -18%
N#Cc1cnn2c(C(F)(F)F)cc(-c3ccccc3)nc12 | . | 4% | -8%

Single records (already shown). Screens in order: TDP1 inh | DT40 TDP1 CPT | TDP1 cell noCPT
CC(=O)Nc1ccc(O)c(-c2nc3ccccc3s2)c1 is listed with 3% | -9% | ?
Cc1cccc(N(CC(=O)N2CCOCC2)S(C)(=O)=O)c1 is listed with 3% | 9% | -1%

In another format: results already given
> O=C(Nc1ccc(Br)cc1)C1CCCN1S(=O)(=O)c1cccs1 (stereo not drawn)
- TDP1 inh = 3%
- DT40 TDP1 CPT = 21µM*
- TDP1 cell noCPT = 13µM*
> COc1ccc(NC(=O)CC2C(=O)N(c3cccc(OC)c3)C(=O)N2C(C)C)cc1 (stereo not drawn)
- TDP1 inh = 0%
- DT40 TDP1 CPT = 9%
- TDP1 cell noCPT = 10%

The list goes on:
molecule | TDP1 inh | DT40 TDP1 CPT | TDP1 cell noCPT
c1ccc(-c2cccc(-c3ccccc3)n2)cc1 | . | ? | -10%
CC(=O)Nc1ccc(S(=O)(=O)NC2(c3ccccc3)C(=O)N(C)C(=O)N(C)C2=O)cc1 | . | -18% | -7%
CC1CC(C)CN(C(=O)C2CCN(C(=O)Nc3ccccc3)CC2)C1 (stereo not drawn) | 6% | -3% | -19%
CCOC(=O)CSc1nc(-c2ccccc2)ns1 | 0% | ? | ?
CCN=C(NCC)SC1CC(=O)N(c2cccc(OC)c2)C1=O (stereo not drawn) | 3% | -16% | -10%
Cc1cc(C)cc(C(=O)NCC(=O)OCC(=O)NCc2ccco2)c1 | -2% | 2% | 7%
COc1ccccc1CN1CCCC(CN(CCN(C)C)C(=O)c2ccc(C)cc2)C1 (stereo not drawn) | . | -25% | -20%
OC(COc1ccc(Cl)cc1)CN1CCN(c2ccccc2)CC1 (stereo not drawn) | . | -29% | -21%
CCOC(=O)c1c(CC(C)C)csc1NC(=O)COC(=O)C1=NNC(=O)CC1 | -13% | -25% | -29%
Cc1ccc(-n2c(-c3ccccc3)c[nH]c2=S)cc1 | 5% | ? | -90%
CCCn1c2ccccc2c2cnn(CC(=O)NCc3cc(OC)ccc3OC)c(=O)c21 | -2% | 18µM* | ?
COc1ccc(C2C3=C(CC(C)(C)CC3=O)Nc3nc(C)nn32)cc1OC (stereo not drawn) | 6% | 31%[activator] | 2%
Clc1cc(NCc2cccs2)ccc1N1CCOCC1 | 3% | -15% | -10%
CN(C)c1ccc(/C=N/NC(=O)c2ccccn2)cc1 | 4% | -19% | ?
CC#CCNCc1ccccc1 | 1% | -11% | -14%
Cc1cccc(CCNC(=O)C2CCCN(S(=O)(=O)c3ccc4c(c3)oc(=O)n4C)C2)c1 (stereo not drawn) | 1% | ? | -21%
CCOC(=O)N1CCN(c2ccc([N+](=O)[O-])cc2F)CC1C (stereo not drawn) | 3% | ? | ?
CCCS/C(N)=N/N=C/c1ccccc1O | 6% | ? | 18µM*
O=C(CN1CCN(C/C=C/c2ccccc2)CC1)NCc1ccc(Cl)cc1 | 2% | 5.8µM* | 4.6µM*
O=C(Nc1ncn[nH]1)c1cccc(S(=O)(=O)N2CCOCC2)c1 | 3% | 10% | -1%
O=C(Cc1noc2ccccc12)Nc1ccc(Cl)cc1 | 6% | -9% | ?
NS(=O)(=O)c1cc([N+](=O)[O-])ccc1NCc1cccnc1 | . | 6% | 21%
O=C(CN1C(=O)C2CCCCN2c2ccc(C(=O)N3CCCC3)cc21)NCc1ccccc1 (stereo not drawn) | 1% | -29% | ?
O=C(CC1NC(=O)NC1=O)Nc1ccccc1 (stereo not drawn) | 1% | -23% | 10%
N[C@@H](CSSC[C@H](N)C(=O)O)C(=O)O | 3% | 5% | -5%

Look-ups from the entries so far:
For TDP1 inh, Cc1cc(C)cc(C(=O)NCC(=O)OCC(=O)NCc2ccco2)c1 is listed with -2%
For TDP1 cell noCPT, NS(=O)(=O)c1cc([N+](=O)[O-])ccc1NCc1cccnc1 is listed with 21%

Other structures:
molecule | TDP1 inh | DT40 TDP1 CPT | TDP1 cell noCPT
O=C1CN(C(=O)CCN2CCOCC2)C(c2ccccc2)c2cc(Br)ccc2N1 (stereo not drawn) | 2% | -13% | -2%
Nc1c(C(=O)N/N=C/c2ccccc2Cl)oc2nc(-c3ccccc3)cc(-c3ccco3)c12 | . | ? | 21µM*
CCOc1ccc2nc(NC(=O)CS(=O)(=O)c3ccc(Cl)cc3)sc2c1 | 5% | ? | 16µM*
COc1cc(CN2CCCCCC2)cc(OC)c1 | 3% | 6% | -1%
O=C(c1ccc2oc(CCc3ccccc3)nc2c1)N1CCC(O)CC1 | 1% | 4% | 14%
CCN1CCN(Cc2ccc(NC(=O)c3ccc(C)c(NC(=O)c4cccc(-c5cn[nH]c(=O)c5)c4)c3)cc2C(F)(F)F)CC1 | . | ? | 16µM*
CSc1nc2ccc(S(=O)(=O)N3CCOCC3)cc2s1 | 0% | -11% | -7%
CCOCCCNC(=O)C1(O)c2ccccc2NC(=O)N1c1ccc(Cl)c(Cl)c1 (stereo not drawn) | . | -3% | 27%
COc1ccc(-n2c(C)nc(=O)c(-c3ccccc3)c2C)cc1 | 7% | -2% | -1%
CC(C)C(NC(=O)c1ccccc1NC(=O)c1ccccc1)C(=O)NCCCn1ccnc1 (stereo not drawn) | 9% | 5% | -6%
COCCC1CCCCN1C(=O)c1cccc(OC2CCN(S(C)(=O)=O)CC2)c1 (stereo not drawn) | 1% | 0% | 2%
Cc1ccc(OCC(=O)N/N=C/c2cccc3cccnc23)cc1 | 3% | 23µM* | 26µM*
CC(=O)N[C@@H](Cc1c[nH]c2ccccc12)C(=O)NC1CCCc2ccccc21 (stereo partly drawn) | 0% | 4% | -1%
COc1ccc(C(=O)Nc2ccc3c(c2)CCCN3C(=O)c2cccs2)c(OC)c1 | 4%&-1% | 8.2µM* | 12µM*
Cc1ccc(-c2noc(-c3ccccc3C(=O)N3CCCC3)n2)cc1 | 1% | 16µM* | 23µM*
COc1cc2c(cc1OC)[C@@H]1Cc3ccc(OC)c(OC)c3CN1CC2 | . | 3% | ?
Cc1cccn2c(=O)c3cc(S(=O)(=O)c4ccccc4)c(=N)n(CC4CCCO4)c3nc12 (stereo not drawn) | 1% | ? | 12µM*
O=C(COc1ccc(Br)cc1CO)Nc1ccc(F)cc1 | 1% | -13% | -21%
O=C(COC(=O)C1CCN(S(=O)(=O)c2cccs2)CC1)c1ccccc1 | -3% | 10% | 9%
Cn1c(-c2nc(-c3ccccc3)cs2)nc2ccccc21 | -4% | 12% | ?
CS(=O)(=O)c1cccc(C(=O)Nc2ccc3c(c2)OCCCO3)c1 | -6% | 4% | 16%
CCOC(=O)c1c(O)c(O)c(C(=O)OCC)n1-c1ccccc1 | 0% | ? | ?
